# KDM5B inh – blocks human KDM5B histone demethylase activity; Q9UGL1; KDM5B demethylase, FDH-coupled NADH fluorescence (FDH is formaldehyde dehydrogenase); Potency, µM (series often up to 57.7 µM), without a hit: at the highest dose activity change, negative = inhibition, actives largely listed as inhibitors; actives 2.6% (n = 220,000); active means well fitted inhibition curve with a large enough effect; inconclusive means small, poorly fitted or top-dose-only effect; inactive means no such curve, though single readings can be large or run the other way; further: 0% is about no effect; nearly all actives have a fitted effect of over 70% in size
# Target sequence (Q9UGL1 whole entry, looked up): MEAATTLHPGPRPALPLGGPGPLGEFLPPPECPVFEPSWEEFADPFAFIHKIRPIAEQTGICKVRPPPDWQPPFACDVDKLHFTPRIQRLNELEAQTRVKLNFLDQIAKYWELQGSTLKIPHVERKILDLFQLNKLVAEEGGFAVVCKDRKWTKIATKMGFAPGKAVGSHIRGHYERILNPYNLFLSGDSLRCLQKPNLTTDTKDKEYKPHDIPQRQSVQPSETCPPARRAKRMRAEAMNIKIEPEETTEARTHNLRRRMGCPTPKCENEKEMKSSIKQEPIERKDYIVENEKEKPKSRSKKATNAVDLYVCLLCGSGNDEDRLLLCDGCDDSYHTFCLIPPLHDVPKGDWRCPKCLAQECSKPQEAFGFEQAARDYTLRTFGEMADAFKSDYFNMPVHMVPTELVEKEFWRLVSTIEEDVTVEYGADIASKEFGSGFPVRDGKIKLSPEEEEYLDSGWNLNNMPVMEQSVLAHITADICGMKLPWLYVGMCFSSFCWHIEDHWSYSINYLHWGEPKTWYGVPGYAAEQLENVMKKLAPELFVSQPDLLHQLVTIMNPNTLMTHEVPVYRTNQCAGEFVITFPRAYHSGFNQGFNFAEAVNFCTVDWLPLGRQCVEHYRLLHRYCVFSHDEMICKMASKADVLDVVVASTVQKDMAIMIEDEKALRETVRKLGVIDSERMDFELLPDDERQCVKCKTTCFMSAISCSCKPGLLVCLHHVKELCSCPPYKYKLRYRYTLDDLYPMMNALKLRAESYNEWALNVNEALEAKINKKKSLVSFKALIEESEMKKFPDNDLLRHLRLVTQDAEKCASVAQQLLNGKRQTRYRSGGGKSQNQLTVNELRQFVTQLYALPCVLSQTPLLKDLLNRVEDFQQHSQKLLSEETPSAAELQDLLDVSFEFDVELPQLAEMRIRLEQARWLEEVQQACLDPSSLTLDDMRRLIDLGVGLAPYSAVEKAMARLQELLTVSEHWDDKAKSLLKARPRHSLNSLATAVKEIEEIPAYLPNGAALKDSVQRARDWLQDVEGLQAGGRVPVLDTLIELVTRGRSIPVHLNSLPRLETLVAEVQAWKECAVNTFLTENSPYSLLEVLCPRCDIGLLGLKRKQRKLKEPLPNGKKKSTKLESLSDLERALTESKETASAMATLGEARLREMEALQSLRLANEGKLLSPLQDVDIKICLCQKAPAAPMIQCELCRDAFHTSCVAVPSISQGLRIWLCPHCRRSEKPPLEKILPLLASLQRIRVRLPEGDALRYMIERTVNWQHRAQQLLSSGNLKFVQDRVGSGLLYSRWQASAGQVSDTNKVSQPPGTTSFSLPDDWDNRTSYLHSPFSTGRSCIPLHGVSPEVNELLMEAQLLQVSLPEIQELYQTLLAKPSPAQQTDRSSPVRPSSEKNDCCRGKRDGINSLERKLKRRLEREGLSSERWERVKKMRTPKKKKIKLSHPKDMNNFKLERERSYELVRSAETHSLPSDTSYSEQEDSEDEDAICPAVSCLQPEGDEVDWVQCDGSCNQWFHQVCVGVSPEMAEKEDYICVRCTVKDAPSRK
#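 Inhibition is measured as reduced NADH fluorescence generation from FDH coupling to formaldehyde release. Truncated KDM5BΔAP at 200 nM final acts on H3K4me3 peptide (12.5 µM in substrate mix) in pH 7.5 HEPES buffer with Tween-20, 30 min, room temperature.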
# * hit, by the source's call; i = inactive; ? = inconclusive; & = joins results of further samples; [ ] = dose if it differs, or a comment. Potency means the concentration at half of the fitted maximal effect. Not all compounds are listed. The share of hits here may be higher or lower than overall.
no.	KDM5B inh	canonical_smiles
1	28.9%	O=C(NCCCN1CCCC1=O)C1CN(S(=O)(=O)c2ccccc2)CC12CCCCC2 (stereo unspecified)
2	15.9%	Cn1cnc(S(=O)(=O)N2CCCOCCNC(=O)[C@@H]3CCC[C@@H]32)c1
3	-11.7%[86.2 µM]	O=c1c2nc(Nc3cccnc3)ccc2ncn1Cc1ccccc1
4	?	CC(C)NS(=O)(=O)c1cccc(C(=O)Nc2ccc(N3CCCCC3)c3ccncc23)c1
5	2.7%	CC(C)OC(=O)/C(C#N)=C\c1ccc(-c2cc(Cl)ccc2Cl)o1
6	-6.1%	COc1ccccc1Nc1cc(C)nc2nc(-c3ccccc3)nn12
7	?	CC(C)(C)C1CCc2c(sc(NC(=O)c3ccccc3F)c2C(=O)NCc2ccco2)C1 (stereo unspecified)
8	?	CCOc1ccccc1/C=C/c1onc(C)c1S(=O)(=O)N1CCC(C(=O)N(CC)CC)CC1

# Next section:
no.	KDM5B inh	canonical_smiles
9	6.2%	COCc1ncc(C)n1CC1CCN(C(=O)c2cccc(C)c2)CC1
10	-29.6%	COc1ccc(OC)c(NC(=O)c2cn3c4c(ccc(Cl)c4c2=O)OC(C)C3)c1 (stereo unspecified)
11	-0.4%	Cn1c(=O)c2c(ncn2CC(COCc2cccc(F)c2)OCc2cccc(F)c2)n(C)c1=O (stereo unspecified)
12	-6.7%[115 µM]	NCCCC(=O)N1CCCC2(Cc3ccccc3CN2C(=O)Cc2cccc(Cl)c2)C1 (stereo unspecified)
13	-4.3%	O=C(O)c1ccc2nc[nH]c2c1
14	12.5%	Cn1c(C(=O)NCCNC(=O)CC2CCCCC2)cc2ccccc21
15	?	Cc1ccc(CNC(=O)Cn2ccn(-c3ccc(F)c(F)c3)c(=O)c2=O)cc1
16	-4.4%	COC(=O)c1ccc2nc(C[C@@H]3C[C@@H](C(C)C)[C@H](CNC(=O)C4CCCCC4)C=C3C)[nH]c2c1

# The list goes on.
no.	KDM5B inh	canonical_smiles
17	4.2%	CC(C)(C)NC(=O)N1CCC2(CCC(=O)N(CC3CC3)CC2)CC1
18	?	O=C1CCCc2c1cc(C(=O)NC1CCCCC1)c(=O)n2-c1ccc(C(F)(F)F)cc1
19	?	CCCN(CCC)C(=O)c1nn(C)c2c1CSc1ccc(C)cc1-2
20	24.6%	COCCc1noc(-c2ccc(Cn3nc(C)cc3C)cc2)n1
21	-26.9%	O=C1CCNCCCC(c2nc(-c3ccccc3)no2)CCN1 (stereo unspecified)
22	-14.2%	CC(C)(C)C1CCc2c(sc(NC(=O)c3ccco3)c2C(=O)Nc2ccccc2Cl)C1 (stereo unspecified)
23	?	O=C1COCC2(CN1Cc1c(F)cccc1Cl)CN(c1ccc(C(F)(F)F)cn1)C2
24	-11.6%	Cc1noc(Cn2c(=O)c3cc4c(cc3n(CC(=O)Nc3ccccc3F)c2=O)OCO4)n1

# The listing continues.
no.	KDM5B inh	canonical_smiles
25	16.9%	O=C(O)c1ccc2c(c1)N(Cc1ccc(F)cc1Cl)C(=O)c1ccccc1S2
26	11.2%	COC(=O)CC1C(=O)NCCN1S(=O)(=O)c1cccc(Br)c1 (stereo unspecified)
27	14.6%	COc1ccccc1-c1c(C)oc2cc(OCC#N)ccc2c1=O
28	?	CC(C)OC(=O)/C(C#N)=C/c1c[nH]c2ccccc12
29	12.5%	COc1ccc(Nc2nc3ccccc3nc2NS(=O)(=O)c2ccc(Cl)s2)c(OC)c1
30	17.8µM*	Cc1ccccc1CNC(=O)c1cc2cn(C(C)C)cc2s1
31	-35.6%	Cc1cnc(C(=O)N[C@@H]2CCC[C@@H]2C(=O)N2CCN(c3ccccn3)CC2)cn1
32	?	Cc1ccc(C)c(NC(CC(=O)c2ccccc2)C(=O)O)c1 (stereo unspecified)

# The list continues.
no.	KDM5B inh	canonical_smiles
33	-1.5%	Cc1cccc(-c2nc(CS(=O)CC(=O)NCCN(Cc3ccccc3)C(C)C)c(C)o2)c1 (stereo unspecified)
34	19.2%	COCCNC(=O)NC(=O)COC(=O)c1cccc2c(=O)c(C)c(-c3ccccc3)oc12
35	?	CCOCCn1c(=O)[nH]c2cc(C(=O)NCCc3ncccc3C)ccc21
36	268.9%[activator]	Cc1c(Cl)cccc1NC(=S)N1CCCN(Cc2ccc(F)cc2)C1
37	-2.3%	Cc1cn2nc(C(=O)NCC3CCCCC3)cc2c(=O)[nH]1
38	?	COc1ccc(-c2nnc(C[C@@H]3C[C@@H](C(C)C)[C@H](CN4CCN(c5ncccn5)CC4)C=C3C)o2)cc1
39	-8.9%	COc1ccc2nc(C)c(C(=O)N(C)CC3COc4ccccc4O3)cc2c1 (stereo unspecified)
40	27.3%	CCOC(=O)c1cncc(C#CCOC(=O)Nc2ccc(OC(F)(F)F)cc2)c1

# Additional structures
no.	KDM5B inh	canonical_smiles
41	-11.3%	O=C(Nc1ccc(F)cc1F)c1cc2ccc3cccnc3c2[nH]1
42	27.0%	Cc1cc(N2CCN(C(=O)c3ccco3)CC2)c2ccccc2n1
43	-15.5%	CC(C)CN1CCN(C2CCOC3(CCN(C(=O)c4cccs4)CC3)C2)CC1 (stereo unspecified)
44	25.2%	CCCCCNC(=O)CCC(=O)NCCCCC
45	13.5%	O=C(NCc1ccccc1)C(=O)c1c[nH]c2ccccc12
46	-2.5%	CCCn1nc(C(=O)Nc2nnc(CC)s2)c2ccccc2c1=O
47	-25.5%	O=C(c1ccc(C2CCCNC2)cc1)N1CCC(N2CCCCC2)CC1 (stereo unspecified)
48	-14.6%	O=C([C@@H]1C[C@H](Oc2cccnc2)CN1S(=O)(=O)c1cccs1)N1CCCC1

# More entries
no.	KDM5B inh	canonical_smiles
49	?	C[C@@H]1ON(C)[C@H]2C[C@H]3c4[nH]c5c(-c6ccc7c(c6)OCO7)cccc5c4CCN3C[C@@H]12
50	-22.9%	Cc1nc2ccc(C(=O)N3CCSCC3)cc2nc1C
51	-11.2%	CCn1c(=N)n(CC(O)COc2ccccc2)c2ccccc21 (stereo unspecified)
52	8.7%	O=C(c1ccoc1)N1CCC(n2cc(-c3nc(C4CC4)no3)nn2)C1 (stereo unspecified)
53	?	CC1CCCCN1c1nc(-c2ccc(C(C)(C)C)cc2)nc2ccccc12 (stereo unspecified)
54	-1.9%	CC(OC(=O)c1ccc(CCNS(C)(=O)=O)cc1)C(=O)N(C)C1CCCCC1 (stereo unspecified)
55	?	Cc1ccc2c(c1)cc1c(=O)n(CC(=O)N3CCCCC3)nc(C)n12
56	-5.8%	COc1ccc(C2c3c(oc4cc(C)cc(C)c4c3=O)C(=O)N2Cc2ccco2)cc1OC (stereo unspecified)

# (further entries)
no.	KDM5B inh	canonical_smiles
57	13.4%	O=C(Nc1ccc(S(=O)(=O)Nc2ncccn2)cc1)c1cccc(S(=O)(=O)N2CCOCC2)c1
58	-14.3%	CN1CCN(C(=O)N2CCCCC2)CC12CCC(=O)N(CC(=O)O)CC2 (stereo unspecified)
59	12.5%	COc1ccc(N2CC(NC(=O)Nc3nc4c(C)cccc4s3)CC2=O)cc1 (stereo unspecified)
60	-28.8%	CCC(c1cccs1)N1C(=O)[C@H]2CN(S(=O)(=O)c3ccc(C)c(C)c3)C[C@H]2C1=O (stereo partly specified)
61	21.8%	S=C(NC1CCCCC1)N1CCOCC1
62	?	Cc1ccc(C)c(N2N=C(C(=O)Nc3ccccc3S(=O)(=O)N3CCCCC3)CCC2=O)c1
63	-5.7%	C/C=C(\C)CN1CCC(n2nccc2NC(=O)c2ccc3c(c2)OCO3)CC1
64	-2.3%	CCC(C)C(NC(=O)OCc1ccccc1)C(=O)O (stereo unspecified)

# The results go on:
no.	KDM5B inh	canonical_smiles
65	?	COCCNC(=O)c1cc(-c2ccc(Cl)cc2Cl)nc2c1cnn2C
66	?	CC(=O)c1cccc(OC(C)C(=O)C(C#N)C(=O)NC2CC2)c1 (stereo unspecified)
67	6.7%	CC(=O)Nc1ccc(NC(=O)c2cnn(-c3ccccc3)c2C2CCN(C(=O)OC(C)(C)C)CC2)cc1
68	?	CCCCC(O)(c1ccc(CC)cc1)C(CN1CCOCC1)c1ccccc1 (stereo unspecified)
69	-11.1%	CCOCCn1c(NCCCOC)nc2c1c(=O)[nH]c(=O)n2C
70	2.4%	CCCN(Cc1nnc(-c2ccccc2Cl)o1)C(=O)c1cccc(S(=O)(=O)N(CC)CC)c1
71	?	CC1(COCC2CC2)COc2ccc(C(=O)Nc3cccc([S+](C)(=O)[O-])c3)cc2N1 (stereo unspecified)
72	9.5%	CC12CN3CCN(CC(C3)/C1=N/N=C/c1cccc([N+](=O)[O-])c1)C2

# The list goes on:
no.	KDM5B inh	canonical_smiles
73	28.2µM*	COc1ccc(-c2nc(Cn3c(-c4cccc(Cl)c4)nc(C)c(CCO)c3=O)c(C)o2)cc1
74	16.7%	CCn1ccc(C(=O)N2CCN(C(=O)N3CC4CC(C3)[C@H]3CCCC(=O)N3C4)CC2)n1 (stereo partly specified)
75	9.8%	Cn1cc(Cl)cc1C(=O)N1CCC2(CCCN(C3CCCC3)C2=O)C1 (stereo unspecified)
76	-1.2%	COc1cccc(/C=C(/SCC(=O)O)c2nc3ccccc3s2)c1
77	-14.4%	COc1ccc(Cl)cc1NC(=O)CSc1nccn1Cc1ccco1
78	?	Cc1ccccc1NS(=O)(=O)c1ccc2[nH]cc(C(=O)N3CCCC3)c(=O)c2c1
79	-14.1%	O=C(CCC[C@H]1NC[C@@H]2C[C@H]1CN(Cc1ccccc1)C2)N1CCN(C2CCCC2)CC1
80	10.3%[230 µM]	CC1(C)CN(C(=O)OC(C)(C)C)CCN1

# (more compounds)
no.	KDM5B inh	canonical_smiles
81	23.9%[149 µM]	CC(C)C1=NOC2(CCCN([S+](=O)([O-])c3cccs3)C2)C1 (stereo unspecified)
82	27.2%	CCc1nc(-c2c3n(c(=O)n(CC(N)=O)c2=O)CCCCC3)no1
83	?	CN1c2ncccc2CN(Cc2ccccc2O)CC[C@H]1CO
84	-1.6%[149 µM]	O=C(N1CCCCC1)N1CCN(c2ccc(Cl)nn2)C(=O)C1
85	21.7%	COc1ccc(OCCSC(C)C(N)=O)cc1 (stereo unspecified)
86	6.7%	Cc1ccc2nc(C)c(C(=O)N3CCCc4ccc(F)cc43)cc2c1
87	-6.6%	O=C(NCCc1cccs1)C1CCN(C(=O)c2ncn3c2COC(c2ccccc2)C3)CC1 (stereo unspecified)
88	-15.9%	COCCNC(=O)COC(=O)c1cc(-c2cccc3ccccc23)nc2ccccc12

# Continued:
no.	KDM5B inh	canonical_smiles
89	22.4%	Cc1cc(C)n2nc(CC(=O)NCc3cc(-c4ccco4)on3)nc2n1
90	?	COc1ccc(CNC(=O)c2cc(NC(C)=O)cc3nc(C)ccc23)c(OC)c1
91	16.9%	Cc1cc(C)cc(C(N)C(=O)O)c1 (stereo unspecified)
92	-5.0%[86.2 µM]	NC(=O)[C@@H]1CCCN1CC[C@H]1CN(C(=O)C2CCCCC2)CC[C@H]1CC(=O)O
93	-14.1%	CC(C)CNC(=O)c1cccc2c1CCN2C(=O)c1ccc(F)cc1
94	?	CCOc1ccc(N(CC(=O)NCc2ccc(Cl)cc2)S(=O)(=O)c2c(C)noc2C)cc1
95	1.7%	CC1(C)CC(=O)C2=C(C1)OC(N)=C(C#N)C2c1ccc(C#N)cc1 (stereo unspecified)
96	?	O=C(Cn1ccn2nc(-c3ccc(F)cc3)c(CO)c2c1=O)NCCCc1ccccc1

# Continuation:
no.	KDM5B inh	canonical_smiles
97	?	Cc1nc(CN2CCN(c3ncc(F)c(N(C)C)n3)CC2)cs1
98	-2.3%	Cc1ccc2nc(C)cc(C(=O)N3CCC(c4cc(CC(=O)O)[nH]n4)CC3)c2c1
99	28.2µM*	CSc1cccc(NC(=O)Cn2c(Nc3cc(C)cc(C)c3)nc(C)cc2=O)c1
100	?	CCc1ccccc1NC(=O)CSc1ncc(S(=O)(=O)c2ccccc2)c(N)n1
101	-0.7%	Cc1ccc(C(=O)CSc2nnc(CCCOc3ccc(Cl)cc3Cl)n2C)cc1
102	?	CCc1cc(=O)oc2cc(C)cc(OCC(=O)NCc3ccccn3)c12
103	-2.4%&-2.2%	CCOC(=O)c1[nH]c(C)c(/C(C)=N/O)c1C
104	?	COc1cccc(-n2c(SCc3ccccc3C)nc3c([nH]c4ccccc43)c2=O)c1

# Remaining list, next part:
no.	KDM5B inh	canonical_smiles
105	11.7%	CCc1nc2c(c(-c3ccc(O)cc3)n1)CCN(Cc1ccccc1OC)CC2
106	9.4%	O=C(Nc1ccc(Oc2ccccc2)cc1)O[C@@H]1CO[C@H]2[C@@H]1OC[C@@H]2n1nnnc1SC1CCCC1
107	8.3%	Cc1ccc(Cn2c(SCCO)nc3c2c(=O)[nH]c(=O)n3C)cc1
108	?	CC(C)NC(=O)c1ccccc1OCC1CCCN(Cc2nccs2)C1 (stereo unspecified)
109	?	COc1ccc(S(=O)(=O)c2cn(C)c3cc(N4CCCC4)c(F)cc3c2=O)cc1
110	-18.1%	CC(C)NC(=O)Nc1ccc(CNC(=O)C2(C#N)CCCC2)cc1
111	i	CCc1ccccc1Nc1nn2c(=O)c3ccc(C(=O)NCc4ccccc4Cl)cc3nc2s1
112	?	CC(C)N1C(=O)CO[C@H]2CN(Cc3ncc[nH]3)C[C@H]21
113	10.7%	Cc1ccc2nc(Nc3nc(C)cc(=O)[nH]3)nc(C)c2c1
114	10.9%	Cc1cnc2c(S(=O)(=O)NCC3CC3)cccc2c1
115	-10.0%	O=C(NCc1cccc(Cl)c1)c1cc2c(s1)CCN(C(=O)c1ccccc1)C2

# Assay outcomes as filed in PubChem.
